FXIIa inh: human FXIIa protease inhibitors, primary screen, biochemical, single well; 0.2% of 33,000 active; inhibition, % at 10 µM; AID 701, 2007; Coagulation factor XII (Homo sapiens), P00748; purified human FXIIa, AMC substrate fluorescence, 2 h; in the data active = inhibition above about 30%;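 also: 0% = enzyme with vehicle only and 100% = no enzyme blank; many of its hits are not listed in these tables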
Target sequence (P00748 20-372 limits assumed): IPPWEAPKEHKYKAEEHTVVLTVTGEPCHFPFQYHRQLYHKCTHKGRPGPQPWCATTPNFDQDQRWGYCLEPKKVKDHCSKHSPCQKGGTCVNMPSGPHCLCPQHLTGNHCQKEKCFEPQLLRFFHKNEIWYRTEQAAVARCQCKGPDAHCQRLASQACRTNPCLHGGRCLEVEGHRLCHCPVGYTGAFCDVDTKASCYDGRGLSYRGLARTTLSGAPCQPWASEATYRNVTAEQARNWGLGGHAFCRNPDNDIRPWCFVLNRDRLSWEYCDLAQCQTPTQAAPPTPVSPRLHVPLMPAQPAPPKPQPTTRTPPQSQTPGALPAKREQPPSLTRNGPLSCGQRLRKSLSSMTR
Target sequence (P00748 373-615 limits assumed): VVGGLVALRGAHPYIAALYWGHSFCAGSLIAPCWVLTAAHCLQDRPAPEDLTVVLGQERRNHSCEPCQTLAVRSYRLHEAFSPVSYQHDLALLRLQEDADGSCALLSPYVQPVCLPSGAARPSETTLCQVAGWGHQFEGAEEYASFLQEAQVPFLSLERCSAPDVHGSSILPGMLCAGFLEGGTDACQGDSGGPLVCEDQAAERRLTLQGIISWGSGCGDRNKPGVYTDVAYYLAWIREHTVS
FXIa single inh: human FXIa protease inhibitors, primary screen, biochemical, single compound per well | purified human FXIa, fluorogenic AMC substrate cleavage | inhibition, % at 10 µM | 0.3% of 33,000 active | AID 687, 2007;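 active = inhibition above 40% in the primary screen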;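 also: 0% = enzyme without compound and 100% = blank wells lacking enzyme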
Starred values were filed as active, the others as inactive.

SMILES	FXIIa inh	FXIa single inh
CC1CC(C(F)F)n2nc(C(=O)O)cc2N1 (stereo unspecified)	-1	-7
CCCOc1ccccc1-c1nc(SCCC(=O)O)n[nH]1	6	-2
CCCn1c2c(c(O)c(C(=O)NCCCN(CC)CC)c1=O)CCCC2	18	5
COc1ccc2nc(-c3ccco3)c(-c3ccco3)nc2c1	6	2
CCOC(=O)C1=NN(c2ccc(OC)cc2)C(c2ccccc2)CC1=O (stereo unspecified)	5	16
CCC(=O)Nc1cccc(NC(=O)c2cc3ccccc3o2)c1	7	-3
COc1cccc(C2NC(=O)NC(C)=C2C(=O)Nc2cccc(C)c2C)c1 (stereo unspecified)	2	-3
O=C(O)c1cccc(NCc2cccnc2)c1	-3	0
Cc1nn(C)cc1C=NCCOCc1ccccc1	5	-11
CCN1CCN(c2nc3c(c(=O)[nH]c(=O)n3C)n2CCCSc2ncccn2)CC1	-2	-3
O=C(CCCO)c1ccc2c(c1)OCCO2	6	-2
COc1ccc(CNc2nc3c(c(=O)n(Cc4ccc(Br)cc4)c(=O)n3C)n2C)cc1	-12	-2
COc1ccccc1NC(NC(=O)c1ccco1)C(=O)c1ccccc1 (stereo unspecified)	4	4
O=C1C2=C(NC(=S)NC2c2ccc(Cl)cc2)NC(c2ccc(Cl)cc2)N1c1ccc(Cl)cc1 (stereo unspecified)	6	-9
Cc1noc(C)c1S(=O)(=O)N1CCC(C(=O)N2CCC(C)CC2)CC1	3	-2
COc1ccc(NC2c3ncccc3C(=O)N2Cc2ccccc2)c(OC)c1 (stereo unspecified)	3	-2
O=C(COC(=O)[C@H](Cc1c[nH]c2ccccc12)NC(=O)c1ccc(Cl)cc1)Nc1ccc2c(c1)OCO2	-16	19
COC(=O)CN1C(=O)C(O)=C(C(C)=O)C1c1ccc([N+](=O)[O-])cc1 (stereo unspecified)	4	-3
Clc1ccc(CSc2nnc(Cn3cnc4ccccc43)o2)cc1	3	7
Cc1onc(-c2ccccc2)c1C(=O)NCC1COc2ccccc2O1 (stereo unspecified)	6	5
Cn1cnnc1SCC(=O)Nc1c(F)cc(F)cc1Br	5	-12
CCN(CC)CCc1c(C)[nH]c(C(=O)OCc2ccccc2)c1C	1	3
O=c1[nH]c2c(c(=O)n1Cc1ccccc1)CCC2	-2	3
COc1ccc(CNC(=O)c2c(N)n(CCCN3CCOCC3)c3nc4ccccc4nc23)cc1	-13	-6
COC(=O)Cc1c(C)c2ccc(O)c(CN3CCCC(C)C3)c2oc1=O (stereo unspecified)	-112	-39
C=CCc1ccc(OCC(O)COc2ccc(CC=C)cc2OC)c(OC)c1	-11	18
Clc1cccc(CSc2nnc(-c3cccnc3)n2Cc2ccco2)c1	1	-3
Cc1cccc(CC2S/C(=N/c3ccccn3)NC2=O)c1 (stereo unspecified)	-3	-2
Cc1cc(N2CCN(c3ccc(F)cc3)CC2)nc(-c2ccccc2)n1	-2	-8
CCN=C1SC(CC(=O)NCC)C(=O)N1CC (stereo unspecified)	11	-1

2 entries from above in a different format:
Fields: FXIIa inh	FXIa single inh
O=c1[nH]c2c(c(=O)n1Cc1ccccc1)CCC2
    -2	3
Cc1noc(C)c1S(=O)(=O)N1CCC(C(=O)N2CCC(C)CC2)CC1
    3	-2

Other compounds.
SMILES	FXIIa inh	FXIa single inh
Nc1ncnc2c1ncn2CCN1CCCCC1	6	3
COc1ccc(S(=O)(=O)Nc2cc(C)ccn2)cc1	7	7
Cc1cccc(N2CCN(C(=O)Cn3c(=O)[nH]c4ccsc4c3=O)CC2C)c1 (stereo unspecified)	3	-9
O=C(COC(=O)c1ccccc1NC(=O)c1ccco1)NC1CCCCC1	4	3
COC(=O)C1=C(C)N(c2cccc3ccccc23)C(=O)C1	-3	-3
CC1CCc2sc3ncnc(N4CCOCC4)c3c2C1 (stereo unspecified)	23	-6
CC(C)OC(=O)CSc1nnc(-c2ccccc2)n1N	5	-4
O=C(O)CCN1CCc2ccccc21	6	2
CC(C)c1nnc(NC(=O)Cn2nc(-c3ccc4c(c3)OCCO4)ccc2=O)s1	-11	3
O=C1CCC(=O)N1CNc1ccc(Oc2ccccc2)cc1	-4	-5
CCOC(=O)Nc1ccc(Oc2ccccc2)cc1	4	3
COCCOC(=O)c1[nH]c2c(c1C)C(=O)CC(c1ccccc1)C2 (stereo unspecified)	7	3
O=C(CC12CC3CC(CC(C3)C1)C2)Nc1cccc2ncccc12	8	6
CCOC(=O)CSc1nnc(Cc2ccccc2)n1-c1cccc(Cl)c1	5	-8
CCn1nnnc1SCC(=O)Nc1ccc(OC)cc1	3	3
O=C(CSc1nnnn1-c1ccc2c(c1)OCCO2)c1cccc2c1OCCO2	-5	3
CC1CCc2c(C(=O)Nc3nccs3)csc2C1 (stereo unspecified)	3	0
COc1ccc(-c2cc(C(=O)N3CCN(c4ccccc4)CC3)no2)cc1OC	2	-8
O=C(CCn1c(=O)sc2ccccc21)NCc1ccco1	10	2
CS(=O)(=O)N(CCc1ccccc1)CC(N)=O	3	-1

As a working copy, 22 of the compounds above.
SMILES	FXIIa inh	FXIa single inh
Cc1cc(N2CCN(c3ccc(F)cc3)CC2)nc(-c2ccccc2)n1	-2	-8
CCN=C1SC(CC(=O)NCC)C(=O)N1CC (stereo unspecified)	11	-1
Nc1ncnc2c1ncn2CCN1CCCCC1	6	3
COc1ccc(S(=O)(=O)Nc2cc(C)ccn2)cc1	7	7
Cc1cccc(N2CCN(C(=O)Cn3c(=O)[nH]c4ccsc4c3=O)CC2C)c1 (stereo unspecified)	3	-9
O=C(COC(=O)c1ccccc1NC(=O)c1ccco1)NC1CCCCC1	4	3
COC(=O)C1=C(C)N(c2cccc3ccccc23)C(=O)C1	-3	-3
CC1CCc2sc3ncnc(N4CCOCC4)c3c2C1 (stereo unspecified)	23	-6
CC(C)OC(=O)CSc1nnc(-c2ccccc2)n1N	5	-4
O=C(O)CCN1CCc2ccccc21	6	2
CC(C)c1nnc(NC(=O)Cn2nc(-c3ccc4c(c3)OCCO4)ccc2=O)s1	-11	3
O=C1CCC(=O)N1CNc1ccc(Oc2ccccc2)cc1	-4	-5
CCOC(=O)Nc1ccc(Oc2ccccc2)cc1	4	3
COCCOC(=O)c1[nH]c2c(c1C)C(=O)CC(c1ccccc1)C2 (stereo unspecified)	7	3
O=C(CC12CC3CC(CC(C3)C1)C2)Nc1cccc2ncccc12	8	6
CCOC(=O)CSc1nnc(Cc2ccccc2)n1-c1cccc(Cl)c1	5	-8
CCn1nnnc1SCC(=O)Nc1ccc(OC)cc1	3	3
O=C(CSc1nnnn1-c1ccc2c(c1)OCCO2)c1cccc2c1OCCO2	-5	3
CC1CCc2c(C(=O)Nc3nccs3)csc2C1 (stereo unspecified)	3	0
COc1ccc(-c2cc(C(=O)N3CCN(c4ccccc4)CC3)no2)cc1OC	2	-8
O=C(CCn1c(=O)sc2ccccc21)NCc1ccco1	10	2
CS(=O)(=O)N(CCc1ccccc1)CC(N)=O	3	-1

Other structures follow.
SMILES	FXIIa inh	FXIa single inh
COc1ccc(CN2C(=O)CN=C2Nc2cc(C)ccc2C)cc1	-11	-14
CCc1c(C)sc(NC(=O)OC)c1C(=O)N1CCCCC1	2	0
Cc1c(OCC(=O)OC(C)C)ccc2c3c(c(=O)oc12)CCC3	4	1
COC(=O)c1cc(NC(=O)Cc2ccc(OC)c(OC)c2)cc(C(=O)OC)c1	10	-7
CCOC(=O)c1ccccc1NC(=O)c1ccc(N(C)S(C)(=O)=O)cc1	5	9
COc1ccc(-n2c(Cc3ccccc3)nnc2SCC(=O)N2CCCc3ccccc32)cc1	-17	1
CCOc1ccc(Br)cc1C1C(C(=O)OC)=C(N)Oc2cc(N(C)C)ccc21 (stereo unspecified)	-2	-5
Cc1sc2ncn(CC(=O)NCCN3CCOCC3)c(=O)c2c1S(=O)(=O)N1CCC(C)CC1	1	-3
COC(=O)Nc1nnc(Cc2ccc(Cl)cc2)s1	4	-6
COc1cc(S(=O)(=O)N2CCCCC2)ccc1NC(=O)c1ccccc1Cl	9	4
COc1ccc(C(=O)CSc2nncn2C)cc1	8	10
Cc1ccc(C2C3=C(CCCC3=O)Nc3[nH]c(=S)[nH]c(=O)c32)cc1 (stereo unspecified)	-15	-12
CCNC(=O)C(=O)NCCc1ccc(Cl)cc1	1	4
Cc1ccc(CS(=O)(=O)CCC(=O)NC2CC2)cc1	3	6
O=C1Nc2ccccc2C(O)(C(=O)NCc2ccc3c(c2)OCO3)N1c1ccc(Cl)c(Cl)c1 (stereo unspecified)	7	14
COc1ccc(S(=O)(=O)N2CCC(O)(c3ccc(Cl)cc3)CC2)cc1	-14	-3
O=C(Cn1nc(-c2cccc([N+](=O)[O-])c2)c2ccccc2c1=O)Nc1cccnc1	-13	19
CCCCn1c(-c2ccc(Cl)cc2)nc2c(=O)n(C)c(=O)[nH]c21	1	-1
CCc1cc(C(=O)OC)c(NC(=O)CCCC(=O)O)s1	4	-4
CCn1c(SCC(=O)C(C)(C)C)nnc1-c1ccccn1	10	-6
CCOC(=O)c1nnn(-c2ccccc2)c1C	2	-1
N#CC1=C(N)Oc2n[nH]c(-c3ccccn3)c2C1c1c(F)cccc1Cl (stereo unspecified)	4	-5
O=c1cnn(-c2ccc(Cl)cc2Cl)c(-c2ccccc2)c1	7	9
CCC(=O)Nn1cnc2c(c1=O)C1(CCCCC1)Cc1ccccc1-2	5	4
CCOC(=O)C1=C(C)NC2=C(C(=O)C(C(=O)OCC)C(c3ccccc3OC)C2)C1c1ccccn1 (stereo unspecified)	-17	-14
CCCC1(C(=O)OCC)NC(c2ccc(OC)cc2OC)C2C(=O)N(c3ccccc3)C(=O)C21 (stereo unspecified)	6	1
O=C(Nc1ccc(-c2nc3ccccc3o2)cc1)c1ccc(N2C(=O)C3C4C=CC(C4)C3C2=O)cc1 (stereo unspecified)	-21	30
CC(C)(C)C(=O)Nc1nc(=S)ss1	9	13
Cc1noc(C)c1S(=O)(=O)N1CCC(C(=O)NC2CCCc3ccccc32)CC1 (stereo unspecified)	-1	-1
CCOc1cc(-c2cc(-c3ccc(OC)cc3)nc(N)c2C#N)ccc1O	-6	-7
Cc1cccc(N2C(=O)CC(N3CCN(Cc4ccc(Cl)cc4)CC3)C2=O)c1 (stereo unspecified)	10	0
Cc1ccccc1NC(=S)N(CCN(C)C)C(C)c1ccccn1 (stereo unspecified)	3	8
O=P(c1ccc2c(c1)OCCO2)(N1CCOCC1)N1CCOCC1	-12	2
COc1ccccc1N1CCN(S(=O)(=O)c2cc(C)sc2C)CC1	-10	-12
CC1=C(C)C(=O)C(CCCCC#CCCCC#CCO)=C(C)C1=O	3	5
CC1(C)CC2CC(C)(CN2C(=O)COC(=O)c2ccc(Cl)c(N)c2)C1 (stereo unspecified)	-13	26
Cc1cc(C)cc(N(C(C)C(=O)NC2CCCC2)S(C)(=O)=O)c1 (stereo unspecified)	3	-14
COC(=O)c1c(C)nn(-c2ccccc2)c1-n1cccc1	3	-1
O=[N+]([O-])c1ccc(/C=N/Nc2nc(N3CCCCC3)nc(N3CCCCC3)n2)o1	3	-5
CCc1nnc(NC(=O)c2cnccn2)s1	6	7
Cc1noc(C)c1COc1cccc(C(=O)OCCOc2ccc(F)cc2)c1	6	-1
O=C(CNS(=O)(=O)c1ccc(F)cc1)Nc1ccc(C(F)(F)F)cc1	-16	21
Cc1ccc(CCC2C3=C(CCCC3=O)OC3=C2C(=O)CCC3)cc1	11	6
CC(C)CN(C(=O)COC(=O)Cn1cnc2ccccc2c1=O)C1CCS(=O)(=O)C1 (stereo unspecified)	0	-1
CC1=C(C(N)=O)C(c2ccco2)C(C(N)=O)=C(C)N1	6	0
N#Cc1nc(COc2ccc(Cl)cc2)oc1NCc1ccc2c(c1)OCO2	7	7
Cc1ccc2oc(=O)c3cnn(CC(=O)N4CCN(c5ccccc5)CC4)c3c2c1	9	-3
CCN1CCC(C(N)=O)CC1	4	-1
Cc1ccc(CNc2nc(N)c([N+](=O)[O-])c(Nc3ccc(F)cc3)n2)cc1	5	2
CCCC(=O)c1cc(F)c(N2CCOCC2)cc1C	3	-10
Continued:
SMILES	FXIIa inh	FXIa single inh
CC(=O)N1CCN(c2ccc(NCc3cccs3)cc2)CC1	8	3
CC1CCC(NCc2ccco2)CC1 (stereo unspecified)	4	1
Cc1ccc(CNC(=O)C(=O)NCC2CCCO2)cc1 (stereo unspecified)	-17	31
CN(C)c1ccc(/C=C/c2cc[n+](C)cc2)cc1	15	2
Cc1ccc(C(=O)NCCN2CCCC2)cc1	7	-3
CCOc1ccc2nc3c(cc2c1)CN(CCOC)C(=NC)S3	-3	-3
CSCCC(NC(N)=O)C(=O)N(C)CC(=O)Nc1cc(C)ccc1C (stereo unspecified)	-6	19
CC(C)c1nc2oc3ccccc3c(=O)c2c(=O)n1-c1ccccc1	5	2
O=C(N/N=C/c1cccc(Oc2ccc([N+](=O)[O-])cc2[N+](=O)[O-])c1)c1cncc(Br)c1	1	7
CCOC(=O)N1CCN(Cc2nc3c(c(=O)n(C)c(=O)n3C)n2Cc2cccc3ccccc23)CC1	4	2
Cc1ccc(S(=O)(=O)/C(C#N)=C/c2c(N3CCC(C(N)=O)CC3)nc3ccccn3c2=O)cc1	13	-2
CCOc1ccc(NC(=O)CSc2nnc(C34CC5CC(CC(C5)C3)C4)n2C)cc1	-12	14
O=C(Nc1cc(Cl)cc(Cl)c1)c1cnn2cccnc12	6	20
CCCCCC(=O)Nc1c(-c2cccs2)c(=O)c2ccccc2n1C	11	6
Cc1cc(-c2[nH]nc3c2C(c2ccsc2)C(C#N)=C(N)O3)c(C)s1 (stereo unspecified)	5	-1
CC1CCN(C(=O)CSc2nnc(-c3cc4ccccc4cc3O)n2Cc2ccco2)CC1	0	0
COc1cccc(-c2nc3ccccc3c(=O)o2)c1	30*	-2
C=C(C)Cn1c(Sc2nc3ccccc3[nH]2)nc2c1c(=O)[nH]c(=O)n2C	4	-5
CCc1ccc(C(C(=O)NC(C)(C)CC)N(Cc2ccco2)C(=O)Cn2nnc3ccccc32)cc1 (stereo unspecified)	-18	0
Cc1ccc(C(CC(=O)N2CCOCC2)c2ccco2)cc1 (stereo unspecified)	4	-5
O=S(=O)(N1CCCCC1)N1CCNCC1	4	-6
COC(=O)CSc1cc(C)nc(SC)n1	-4	1

This is a subset (hit frequency here may not be typical).
